BAP1 inh: inhibitors of BAP1 deubiquitinase, primary screen, biochemical, Ub-AMC fluorescence, kinetic; 72,000 compounds, 0.48% hits; Ubiquitin carboxyl-terminal hydrolase BAP1 (Homo sapiens), Q92560; activity remaining (% of control), % at 20 µM; AID 436, 2006; recombinant BAP1, Ub-AMC hydrolysis fluorescence kinetic; hits give low values;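 active means activity remaining at or below 50% of control, provided the compound also passes the data quality filters; inactive means the rest, including low values that fail the filters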;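 further: 100% = DMSO wells rate and 0% = substrate alone blank rate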
HePTP inh: inhibitors of human HePTP phosphatase, primary screen, biochemical, absorbance, leukemia target; Tyrosine-protein phosphatase non-receptor type 7 (Homo sapiens), P35236; recombinant HePTP phosphatase activity, OD absorbance; inhibition, % at 20 µM; 110,000 compounds, 0.64% hits; AID 521, 2006; in the data active means inhibition above about 50%;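 further: plate controls were vehicle for no effect and reference inhibitor for full effect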
Target sequence (P35236 whole entry, looked up): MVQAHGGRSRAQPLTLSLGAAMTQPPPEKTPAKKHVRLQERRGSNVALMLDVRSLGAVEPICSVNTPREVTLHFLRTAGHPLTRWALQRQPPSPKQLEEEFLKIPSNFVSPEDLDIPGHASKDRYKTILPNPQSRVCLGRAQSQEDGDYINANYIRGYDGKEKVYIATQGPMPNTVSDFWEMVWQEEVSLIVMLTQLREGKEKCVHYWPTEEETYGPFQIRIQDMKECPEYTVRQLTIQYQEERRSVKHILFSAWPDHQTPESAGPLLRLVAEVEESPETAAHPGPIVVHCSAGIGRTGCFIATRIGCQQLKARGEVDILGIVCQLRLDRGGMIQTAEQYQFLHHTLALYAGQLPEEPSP
* marks the source's active call; other numbers are inactive results; x = no result given; & = joins results of further samples.

smiles	BAP1 inh	HePTP inh
COc1ccc2c(c1C)CCC/C2=N\OC(=O)c1cc(OC)c(OC)c(OC)c1	x	1
N#Cc1nc(COc2ccccc2)oc1N1CCN(Cc2ccccc2)CC1	85	8
CCOCCCNC(=O)Cc1cc(=O)[nH]c(=O)[nH]1	98	3
COc1cc(C(=O)OCn2nnc3ccccc3c2=O)cc(OC)c1OC	93	8
CC(=O)NC1=NC(=O)/C(=C/c2cc(C)n(-c3ccc4c(c3)OCO4)c2C)S1	x	-6
Cn1c(=O)[nH]c(=O)c2c1nc(N1CCC(Cc3ccccc3)CC1)n2Cc1ccccc1	105	-12
COc1ccc(C2/C(=C(/O)c3ccccc3)C(=O)C(=O)N2c2cc(C(C)(C)C)on2)cc1OC (stereo not given)	x	5
COCCNC(=O)C(c1ccc(C)o1)N(Cc1cccs1)C(=O)c1snc(C(N)=O)c1N (stereo not given)	x	-3
COc1cc(/C=C2/SC(=S)N(Cc3ccccc3)C2=O)ccc1OS(=O)(=O)c1ccccc1	x	7
CCCc1cc(=O)n2[nH]c(C)c(-c3ccccc3)c2n1	104	10
CC(=O)N1CCN(c2nc(-c3ccccc3)c3cc(Br)ccc3n2)CC1	73	x
COc1ccc(-c2nc3ccccc3c(C(=O)Nc3ccc(C(C)=O)cc3)c2C)cc1	x	-9
O=C(COc1ccc(Cl)cc1)N1CCN(C(=O)c2cccs2)CC1	x	-11
O=C1c2ccccc2C(=O)N1/N=C/c1ccc(O)cc1O	x	-1
O=C(NCC1CCN(C(=O)c2ccc(F)cc2)CC1)c1ccc(F)cc1	x	-9
COc1ccc(N=C(C)C2=C(O)CSC2=O)cc1	x	-4
O=C(O)C=C1C2CC3CC(C2)CC1C3	94	-1
CC1(c2ccccc2)CC(C)(C)N(C(=O)CSc2nnc(N)s2)c2ccccc21 (stereo not given)	x	8
Nc1ccc(C(=O)c2ccc(N)c(N)c2)cc1N	x	-8
CC(=O)N1CCN(CCN=CC2=C(O)CC(c3cccs3)CC2=O)CC1 (stereo not given)	97	5
Cn1c(=O)c(C(=O)Nc2cccc(F)c2)c(O)c2ccccc21	258	x
O=C(O)CN1C(=O)/C(=C\c2ccc(-c3cccc4c3C(=O)c3ccccc3C4=O)o2)SC1=S	x	101*
Cc1ccc(-c2nnc(-c3cccnc3)o2)cc1	x	6
O=C(Nc1ccccc1C(=O)N=Nc1c(O)[nH]c2ccccc12)c1ccccc1	x	7
O=C(Nc1ccc2c(c1)OCCO2)c1ccccc1[N+](=O)[O-]	x	10

smiles	BAP1 inh	HePTP inh
CCCC(c1c(C)n(C)n(-c2ccccc2)c1=O)c1c(C)n(C)n(-c2ccccc2)c1=O	97	-13
COC(=O)C1=C(C)NC2=C(C(=O)c3ccccc32)C1c1ccc(OCc2ccccc2Cl)c(Cl)c1 (stereo not given)	x	4
CCOCCCNC(=O)C1CCCCN1S(=O)(=O)c1ccc(F)cc1 (stereo not given)	100	-7
Cc1onc(-c2ccccc2Cl)c1C(=O)OCC(=O)c1ccc2c(c1)OCCO2	61	6
CNCCOCC(O)CSc1ccccc1 (stereo not given)	97	3
Nc1cc(Cl)c(S(=O)(=O)Nc2ccccc2)cc1S(=O)(=O)Nc1ccccc1	x	-8
CCSCCOC(=O)C1=C(C)NC(=O)NC1c1cc(OC)ccc1OC (stereo not given)	96	-9
CC1CN(C2CCCCC2)CCC1(O)c1ccccc1 (stereo not given)	x	9
Cc1ccc(C(=O)C2=C(O)C(=O)N(CCCN(C)C)C23C(=O)N(C)c2ccccc23)o1 (stereo not given)	121	10
COc1ccc(C2CC(=O)C3=C(C2)Nc2ccccc2NC3c2ccc([N+](=O)[O-])cc2)cc1 (stereo not given)	x	-4
Cc1cccc(NC(=O)CSc2nc3c(c(=O)[nH]2)CCC3)c1C	111	1
COc1ccc(/C=C2\SC(=S)N(NC(=O)c3ccccc3)C2=O)cc1OC	x	11
COC(=O)c1cccc(Oc2nnc(-c3ccc(C)c(C)c3)c3ccccc23)c1	110	x
O=S(=O)(CCSc1ccccn1)c1nc2ccccc2s1	89	5
O=c1cc(N2CCC(Cc3ccccc3)CC2)[nH]c(=O)n1C1CCCCC1	76	2
O=C(/C=C/c1ccccc1F)c1c(-c2ccccc2)c2ccccc2[nH]c1=O	x	5
O=C(CCc1ccccc1)Nc1ccccc1Br	x	-10
Cc1nn(-c2ccccc2)c(Cl)c1C(=O)Nc1c(C)n(C)n(-c2ccccc2)c1=O	x	5
Cc1ccc(N2C(=O)c3sc4nnc(C)c(=O)n4c3C2=O)cc1	105	9
N=C(N)c1ccccc1	98	x
CCc1cc(C=C(Cl)Cl)oc(=O)c1C	88	7&2
O=S(=O)(Nc1cccc(C(F)(F)F)c1)c1cccs1	x	-4
CC(C)OC(=O)C1C2C=CC3(CN(Cc4cccs4)C(=O)C13)O2 (stereo not given)	95	13
CC1(C)CC(=O)C2=C(C1)OC(N)=C(C#N)[C@@]21C(=O)N(CC(N)=O)c2ccccc21	85	-6
Cc1nnc(SCCn2c(N3CCCCC3)nc3c2c(=O)n(C)c(=O)n3C)s1	108	x

smiles	BAP1 inh	HePTP inh
Cc1ccc(-n2c(=O)[nH]cc(C(=O)Nc3ccc4c(c3)OCCO4)c2=O)cc1	95	-6
O=C(CN1CCN(S(=O)(=O)c2ccc(F)cc2)CC1)Nc1ccccc1F	90	8
O=C(Nc1ccccc1)/C(=C\c1cccc(Br)c1)NC(=O)c1ccccc1	x	4
CCc1cccc(CC)c1N(COC)C(=O)Cn1ccccc1=N	88	4
O=C(CN(Cc1ccco1)C(=O)CNS(=O)(=O)c1ccc(F)cc1)NCc1ccc(F)cc1	97	6
O=C1C2C3C=CC(C3C3=CCCC3)C2C(=O)N1c1cccc([N+](=O)[O-])c1 (stereo not given)	99	x
O=C(COC(=O)C1CC(=O)N(Cc2ccco2)C1)c1ccc(OC(=O)c2ccco2)cc1 (stereo not given)	74	20
COc1ccc(C(=O)NC2=NCCS2)cc1OC	x	-13
COc1ccc(CO/N=C(/N)c2nonc2N)cc1[N+](=O)[O-]	x	4
O=C(CSc1nnc(-c2cccc(F)c2)n1-c1ccccc1)NC(c1ccccc1)c1ccccc1	x	-1
CCCCN(C)C(=O)c1cn(CC)c2ccc(S(=O)(=O)N(C)C)cc2c1=O	104	0
Cc1cc(C)n2nc(C(=O)Nc3ccc4c(c3)OCO4)nc2n1	83	7
Cc1ccc2occ(C(c3nnnn3C3CCCC3)N3CCN(C(=O)c4ccco4)CC3)c(=O)c2c1 (stereo not given)	98	2
COc1ccc(S(=O)(=O)Nc2c(C)ccc3nsnc23)cc1OC	98	9
Cc1nnc(N(C)C(=O)c2cccnc2)s1	98	-9
CCOc1ccc(/C=C\C(C)=N\O)cc1	92	-5&5
CCOC(=O)C1CCCN(c2nc3ccccc3nc2C(C#N)C(=O)OC(C)COC)C1 (stereo not given)	131	3
CCn1c(=O)n(CC(=O)NCc2ccco2)c(=O)c2ccccc21	91	x
O=C(Nc1ccc(OC(F)(F)F)cc1)c1cccnc1	x	5
Cc1ccc(CNC(=O)Cn2c(=O)oc3ccccc32)o1	96	10
CCCc1cc(=O)oc2cc(OC(C)C(C)=O)ccc12 (stereo not given)	x	5
COc1cc(OC)c(C2C(C(=O)Nc3ccc(C)cc3C)=C(C)Nc3ncnn32)cc1OC (stereo not given)	105	-4
O=C(Nc1cc(C(F)(F)F)ccc1Cl)c1nn2c(c1Br)NC(c1ccccc1)CC2C(F)(F)F (stereo not given)	x	7
CCOC(=O)/C=C(/C)Nc1c(C)n(C)n(-c2ccccc2)c1=O	x	7
CCOc1cc(C(=O)N2c3ccc(F)cc3CCC2C)cc(OCC)c1OCC (stereo not given)	x	-2

A run of entries taken from the entries so far:
smiles	BAP1 inh	HePTP inh
COc1cc(OC)c(C2C(C(=O)Nc3ccc(C)cc3C)=C(C)Nc3ncnn32)cc1OC (stereo not given)	105	-4
O=C(Nc1cc(C(F)(F)F)ccc1Cl)c1nn2c(c1Br)NC(c1ccccc1)CC2C(F)(F)F (stereo not given)	x	7
CCOC(=O)/C=C(/C)Nc1c(C)n(C)n(-c2ccccc2)c1=O	x	7
CCOc1cc(C(=O)N2c3ccc(F)cc3CCC2C)cc(OCC)c1OCC (stereo not given)	x	-2

Next entries.
smiles	BAP1 inh	HePTP inh
Cc1ccccc1C(=O)Nc1cc(C(N)=O)cc(C(N)=O)c1	x	2
COc1ccc(C2CC(=O)c3cnc(NC(=O)c4ccccc4)nc3C2)c(OC)c1 (stereo not given)	98	5
Cc1occc1C(=O)Nc1sc2c(c1C(N)=O)CCCCC2	x	-7
CC1=C(C(=O)Nc2ccccc2)C(c2ccccc2F)NC(=O)N1 (stereo not given)	x	8
O=C1C(C=NCc2ccc(Cl)c(Cl)c2)=C(O)c2ccccc21	x	4
CCCS(=O)(=O)N1CCC(C(=O)NCCCN2CCCC2=O)CC1	98	-10
C=CCNC(=S)Nc1ccc(NC(C)=O)cc1	x	8
CCOC(=O)C1=C(C)N=c2s/c(=C/c3ccccn3)c(=O)n2C1c1ccccc1Cl (stereo not given)	x	-5
Cc1cccc(NC(=O)Cn2c(=O)n3nc(CCn4nc(C)cc4C)nc3c3ccccc32)c1	81	10
O=C1CCc2cc(S(=O)(=O)NC(Cc3ccccc3)C(=O)NC3CCCCC3)ccc2N1 (stereo not given)	x	9
Cc1[nH]nc2c1C(c1ccccc1)C1=C(CC(C)(C)CC1=O)N2 (stereo not given)	x	2
CCC(=O)N=c1sc2cc(F)cc(F)c2n1C	95	2
COc1cc(NS(=O)(=O)c2ccc(NC(=O)c3cccc(C)c3)cc2)ncn1	x	-8
C=C(C)C(=O)Nc1cccc(C(=O)c2cccc(NC(=O)C(=C)C)c2)c1	x	-12
O=S(=O)(NCc1ccco1)c1ccc2c(c1)Cc1ccccc1-2	58	7
Cc1ccc(-c2nc3ccccc3o2)cc1NC(=O)c1cccc(Br)c1	x	-5
CC(Oc1ccc(Cl)cc1Cl)C(=O)NCc1ccncc1 (stereo not given)	x	-5
C(#Cc1ccccc1)CN1CCCCC1	132	x
Cc1ccc(Cn2nnc3c(=O)n(CC(=O)N4CCCc5ccccc54)cnc32)cc1	111	x
CC(C)(O)c1cn(-c2nonc2N)nn1	89	6
CC(C)Sc1nc2sc3c(c2c2nnc(SCC(=O)NCc4ccco4)n12)CCCC3	88	11
COc1cccc(OCC(=O)Nc2c(C(=O)Nc3ccc(OC)cc3OC)oc3ccccc23)c1	123	9
CCOC(=O)Cc1cc(-c2ccccc2)nc2ccc3ccccc3c12	133	x
O=C(CC1S/C(=N\N=C\c2ccco2)NC1=O)Nc1ccccc1F (stereo not given)	x	0
COc1cc(NC(=O)c2ccc(NS(=O)(=O)c3c(C)noc3C)cc2)cc(OC)c1	94	0

Four compounds picked at random from those above:
smiles	BAP1 inh	HePTP inh
Cc1[nH]nc2c1C(c1ccccc1)C1=C(CC(C)(C)CC1=O)N2 (stereo not given)	x	2
O=C(CC1S/C(=N\N=C\c2ccco2)NC1=O)Nc1ccccc1F (stereo not given)	x	0
CCCS(=O)(=O)N1CCC(C(=O)NCCCN2CCCC2=O)CC1	98	-10
O=C1C(C=NCc2ccc(Cl)c(Cl)c2)=C(O)c2ccccc21	x	4

A different layout for some results above.
> COc1ccc(C2CC(=O)c3cnc(NC(=O)c4ccccc4)nc3C2)c(OC)c1 (stereo not given)
  BAP1 inh = 98	HePTP inh = 5
> Cc1occc1C(=O)Nc1sc2c(c1C(N)=O)CCCCC2
  BAP1 inh = x	HePTP inh = -7
> CC1=C(C(=O)Nc2ccccc2)C(c2ccccc2F)NC(=O)N1 (stereo not given)
  BAP1 inh = x	HePTP inh = 8
> O=C1C(C=NCc2ccc(Cl)c(Cl)c2)=C(O)c2ccccc21
  BAP1 inh = x	HePTP inh = 4

Next section
smiles	BAP1 inh	HePTP inh
CS(=O)(=O)N(CC(=O)N1CCN(c2ccccc2F)CC1)c1ccc2c(c1)OCCO2	117	-2
Cc1ccc(N(CC(=O)Nc2ccccc2C)S(=O)(=O)c2ccccc2)cc1	x	9
CCOP(=O)(CC(=O)O)c1ccccc1 (stereo not given)	x	-2
CN(C)S(=O)(=O)c1ccc2c(c1)C(CC(=O)O)OC2=O (stereo not given)	117	2
CCOC(=O)CCc1c(C)nc2cc(-c3ccc(C)cc3)[nH]n2c1=O	x	-7
CC(C)C1Nc2ccc(S(N)(=O)=O)cc2C2C=CCC21 (stereo not given)	52	-10
COc1ccc(C(c2sc3nc(C)nn3c2O)N2CCC(O)CC2)cc1OC (stereo not given)	96	-8
CCOc1ccc(OCC)c(S(=O)(=O)N2CCCCC2)c1	94	9
Cn1c(=O)c(C2=NS(=O)(=O)c3ccccc3N2)c(O)c2ccccc21	x	11
O=C(NCCN1CCN(Cc2ccccc2Cl)CC1)C(=O)Nc1ccc(F)cc1	x	4
COc1cccc(C(=O)Nc2nnc(COc3ccccc3F)s2)c1	x	-8
CC(=O)N/C(=N/c1nc(C)cc(C)n1)Nc1ccc(NC(C)=O)cc1	152	5
COCCSc1nnc(NC(=O)CSc2ccccc2)s1	102	6
